hIAP activ = human IAP activators, primary screen, biochemical, luminescence, uHTS. Intestinal-type alkaline phosphatase (Homo sapiens), P09923. purified human IAP, CDP-Star luminescence, 30 min; stronger effect = higher value; 1 = vehicle-only enzyme, 0 = enzyme-free background. activation factor at 10 µM. 330,000 tested, 0.16% active. AID 2524, 2010;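 active means activation factor of the enzyme at least 2-fold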; further: the source names both 10 and 20 µM as test concentration; values of inactives mirror those of a sister screen read the other way
NLRP3 yeast inh = NALP3 inflammasome inhibitors in reconstituted yeast, primary screen, luminescence, uHTS. Yeast reconstituted NLRP3/ASC/caspase-1, beta-gal luminescence, 24 h. inhibition, % at 10 µM. 330,000 tested, 0.39% active. AID 2825, 2010;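 active means inhibition of 50% or more; inactive means inhibition below 50%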;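 further: plate controls were induced DMSO wells for no effect and uninduced yeast grown without galactose for full effect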
SENP1 FRET inh = human SENP1 catalytic domain inhibitors, primary screen, biochemical, FRET, uHTS. recombinant SENP1 catalytic domain, CyPet-SUMO1-YPet FRET cleavage. inhibition, % at 10 µM. 360,000 tested, 0.21% active. Sentrin-specific protease 1 (Homo sapiens), Q9P0U3;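 active means inhibition at least 30% at 10 µM, raw YFP signal under a set limit, fluorescence ratio 0.5 to 1.5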;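 further: 0% = enzyme with DMSO and 100% = no enzyme wells; some results filed as inactive read as strong as hits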
Target sequence (Q9P0U3 419-644 limits assumed): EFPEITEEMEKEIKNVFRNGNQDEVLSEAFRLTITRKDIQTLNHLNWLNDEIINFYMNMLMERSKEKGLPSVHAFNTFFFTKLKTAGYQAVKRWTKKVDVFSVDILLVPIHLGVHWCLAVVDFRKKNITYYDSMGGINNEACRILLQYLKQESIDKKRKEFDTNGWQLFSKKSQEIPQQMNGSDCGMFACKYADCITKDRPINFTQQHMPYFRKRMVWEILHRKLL
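system = hSENP1 catalytic domain, recombinant | reagent = SFCypet-SUMO1-SFYpet substrate at 25 nM | doses = one dose per compound, 10 µM, 0.5% DMSO | incubation = enzyme reaction for 50 min at room temperature, dark | measured by = FRET, CFP and YFP emission | controls = no-enzyme low, enzyme-DMSO high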
mIAP activ = activators of mouse IAP, primary screen, biochemical, luminescence, uHTS; activation factor at 10 µM; AID 2805, 2010; 330,000 tested, 0.24% active; intestinal alkaline phosphatase [Mus musculus]; muIAP, CDP-Star luminescence, 30 min; stronger effect = higher value; 1 = vehicle-only enzyme signal, 0 = enzyme-free wells;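 active means activation factor of at least 2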; further: the source names both 10 and 20 µM as test concentration; values of inactives mirror those of a sister screen read the other way
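Assay system: mouse IAP enzyme / Compound: DMSO-dissolved test compounds / Timing: 30 min, room temperature / Measured by: luminescence from enzymatic CDP-Star hydrolysis / Control set: DMSO-only wells, enzyme-free buffer wells as negative control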
mIAP inh = inhibitors of mouse IAP, primary screen, biochemical, luminescence, uHTS | purified mouse IAP, CDP-Star luminescence, 30 min | AID 2806, 2010 | 330,000 tested, 0.2% active | inhibition, % at 10 µM | intestinal alkaline phosphatase [Mus musculus];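 active means inhibition of at least 40% at 10 µM in the primary screen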;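 further: plate controls were DMSO with enzyme for no effect and no enzyme wells for full effect; values of inactives mirror those of a sister screen read the other way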
A3G deaminase = APOBEC3G DNA deaminase inhibitors, primary screen, biochemical, fluorescence, single-stranded DNA substrate, uHTS; DNA dC->dU-editing enzyme APOBEC-3G (Homo sapiens), Q9HC16; recombinant A3G, ssDNA deamination FAM/TAMRA fluorescence; inhibition, % at 20 µM; 330,000 tested, 0.28% active; AID 493012, 2011;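 active means inhibition of at least 40% at 20 µM, with no more than 30% in the related APOBEC3A deaminase screen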;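 further: plate controls were DMSO wells with A3G for no effect and wells lacking A3G enzyme for full effect; some compounds called inactive have numbers as strong as hits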
Target sequence (Q9HC16 whole entry, looked up): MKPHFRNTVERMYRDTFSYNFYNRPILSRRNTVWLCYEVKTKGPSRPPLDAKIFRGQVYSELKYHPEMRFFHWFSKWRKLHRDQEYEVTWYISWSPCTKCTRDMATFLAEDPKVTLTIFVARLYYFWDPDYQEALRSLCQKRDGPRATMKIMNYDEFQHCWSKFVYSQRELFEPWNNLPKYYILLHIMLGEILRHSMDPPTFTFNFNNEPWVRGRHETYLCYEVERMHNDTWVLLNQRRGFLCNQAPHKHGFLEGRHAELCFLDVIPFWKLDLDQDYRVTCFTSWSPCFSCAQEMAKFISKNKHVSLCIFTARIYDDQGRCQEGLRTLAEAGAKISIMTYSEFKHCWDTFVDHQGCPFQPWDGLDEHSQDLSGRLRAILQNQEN
APOBEC3A inh = APOBEC3A ssDNA deaminase inhibitors, primary screen, selectivity assay for APOBEC3G inhibitor project, biochemical, FAM/TAMRA oligo cleavage fluorescence | recombinant A3A, FAM/TAMRA ssDNA deamination fluorescence | DNA dC->dU-editing enzyme APOBEC-3A (Homo sapiens), P31941 | AID 493011, 2011 | 330,000 tested, 0.41% active | inhibition, % at 20 µM;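 active means at least 40% inhibition at 20 µM here, with at most 30% in a related deaminase screen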;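 further: plate controls were A3A with DMSO for no effect and wells lacking A3A enzyme for full effect; some results filed as inactive read as strong as hits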
Target sequence (P31941 whole entry, looked up): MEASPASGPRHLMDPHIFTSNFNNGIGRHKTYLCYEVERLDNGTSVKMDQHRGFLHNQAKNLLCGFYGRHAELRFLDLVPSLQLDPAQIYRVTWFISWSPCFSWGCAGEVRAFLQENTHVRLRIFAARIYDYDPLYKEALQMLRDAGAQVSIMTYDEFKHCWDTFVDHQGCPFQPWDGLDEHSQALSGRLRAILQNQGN
MIN6 prolif = inducers of MIN6 beta-cell proliferation, primary screen, ATP luminescence, uHTS. MIN6 cells proliferation, ATPlite luminescence, 48 h; cells starved in 0.2% serum; 100% = growth in 10% serum. proliferation, % at 10 µM. 330,000 tested, 0.29% active. AID 2380, 2010;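 active means compounds whose signal lies at least 3.5 SD above the mean of all wells on their plate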;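 further: 0% = DMSO-treated cells in low-serum medium and 100% = 10% serum control; some compounds called inactive have numbers as strong as hits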
hIAP inh = human IAP inhibitors, primary screen, biochemical, luminescence, uHTS; inhibition, % at 10 µM; purified IAP, CDP-Star luminescence, 30 min; AID 2544, 2010; 330,000 tested, 0.12% active;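 active means inhibition reaching a set limit with compound at 10 µM in the primary screen, cut at about 35% in these data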;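 further: plate controls were DMSO wells with enzyme for no effect and no-enzyme buffer wells for full effect; values of inactives mirror those of a sister screen read the other way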
Numbers without * were called inactive; · = not tested or not shown. An excerpt (hit frequency here may not be typical).

SMILES	hIAP activ	NLRP3 yeast inh	SENP1 FRET inh	mIAP activ	mIAP inh	A3G deaminase	APOBEC3A inh	MIN6 prolif	hIAP inh
Cc1noc(C)c1NC(=O)N(C)C[C@@H]1Oc2c(NC(=O)NC(C)C)cccc2C(=O)N([C@@H](C)CO)C[C@@H]1C	0.98	7	0	0.93	7	-8	-3	-2	2
Cc1ccc(NC(=O)c2nsc(Cl)c2Cl)cc1	1.1	-4	0	1.2	-17	-6	-6	-4	-6
O=C(CN1C(=O)C2C3C=CC(C3)C2C1=O)OCC(=O)c1ccc(Cl)cc1 (stereo not given)	1	12	1	0.95	5	-5	-2	2	0
Cn1c(/N=C/c2c[nH]c3ccccc23)nc2ccccc21	1.1	-9	-6	0.98	2	-8	-6	-2	-6
Cc1cc(Br)ccc1NC(=O)CN(C)C(=O)CSC(=S)N1CCCC1	1	19	2	0.95	5	3	0	-3	-2
NC(=S)N/N=C/c1cc([N+](=O)[O-])ccc1Cl	0.86	14	1	1	-2	-7	3	-3	14
O=c1cc(N2CCN(c3ccccc3Cl)CC2)[nH]c(=O)n1Cc1ccc(F)cc1	0.87	13	4	0.99	1	0	2	-3	13
CCc1cc(=O)oc2cc(OCC(=O)NCCCN3CCCC3=O)ccc12	0.94	5	2	1	-2	2	-2	-3	6
O=C(NC1CCCCC1)N1CCN(CCc2ccccc2)CC1	0.87	-7	2	1	-4	-3	0	-3	13
Cc1ccc(S(=O)(=O)Nc2cccc(-c3ccc4nnc(C)n4n3)c2)s1	0.86	-1	1	1	-3	-6	-8	1	14
N#CCCN1CCN(C(=S)c2ccc(-c3ccc(Cl)c(Cl)c3)o2)CC1	1.1	-4	-6	0.88	12	-4	-4	-5	-6
COc1ccccc1OC(=O)c1cc2ccccc2oc1=O	0.94	-6	0	0.91	9	-9	-7	-1	6
Cn1nnnc1Sc1ncnc2scc(-c3ccccc3Cl)c12	0.84	27	1	1	0	-9	-3	-4	16
O=C(COC(=O)CCC(=O)c1cccs1)Nc1ccccc1[N+](=O)[O-]	1	17	7	0.95	5	-17	-5	-1	-2
COc1ccccc1OCC(=O)Nc1c2c(nn1-c1ccc(F)cc1)CS(=O)(=O)C2	1.1	7	-2	0.97	2	-4	4	7	-11
CNC(=O)N1CCN(C(=O)NC)CC1	0.95	5	1	0.93	7	-5	0	-2	5
CC(=O)c1cccc(NCC(=O)Nc2cc(S(=O)(=O)N3CCCCC3)ccc2C)c1	1.3	-3	0	0.95	5	-4	-3	-2	-26
CCOC(=O)/C(C#N)=C/N=c1ccc(C)cn1C	1.2	6	-9	1	-3	-2	2	0	-16
C=CCNC(=O)[C@H]1N2C(=O)c3ccccc3C2SC1(C)C (stereo not given in full)	1.1	15	-2	0.95	5	-4	-1	-4	-14
COc1ccc(OC)c(-n2nnnc2SCC(=O)Nc2nc(C)c(C)s2)c1	0.84	-9	2	0.97	3	-5	-3	-1	16
Cc1ccc2nc(N/C(=N/S(=O)(=O)c3ccc(F)cc3F)c3ccccc3)sc2c1	0.94	-14	1	0.93	7	-6	0	-4	6
O=C(Nc1cnn(Cc2ccc(Cl)cc2)c1)c1ccc([N+](=O)[O-])cc1	0.98	23	1	1	0	-7	-1	-2	2
Cc1ccc(-c2nnc3ccc(SCC(=O)N4CCc5ccccc54)nn23)cc1	1	-1	3	0.89	11	-3	2	0	-4
CN(c1ccc(OCC(=O)OCc2nnc(-c3ccccc3)o2)cc1)S(=O)(=O)c1ccc(Cl)cc1	0.86	7	-4	0.99	1	-7	-3	0	14
COc1cccc(C(=O)N2CCC(O)(c3cccnc3)CC2)c1	1.1	-5	1	1.1	-5	-3	0	1	-8
O=C(C1CCN(c2nc(-c3ccccc3)nc3c2CCC3)CC1)N1CCCC1	0.82	20	2	1.1	-10	6	-3	3	18
CCOC(=O)c1cnc(N2CCN(c3ccccc3)CC2)[nH]c1=O	0.89	15	2	0.9	10	-6	-4	-1	11
COc1cc(NC(=O)c2sc3ncn(CC(=O)N4CCC(C)CC4)c(=O)c3c2C)cc(OC)c1OC	1	-1	2	0.93	7	-1	-2	-4	-2
Cc1cccc(N2CSC3=C(C#N)C(c4ccc(C)o4)CC(=O)N3C2)c1 (stereo not given)	1.1	1	·	0.42	58*	66	36	-1	-5
O=C(O)c1cc(-c2ccc(Cl)c(Cl)c2)n(-c2ccc(F)cc2)n1	1.1	-2	1	0.96	4	-9	-4	-2	-8
O=C(Cn1nnc(-c2ccccc2)n1)OC1CCOC1=O (stereo not given)	0.96	9	1	0.97	3	2	5	1	4
O=C(NNC1=NCCCCC1)c1cccc([N+](=O)[O-])c1	0.99	7	4	1	-3	-2	3	-2	1
C#CCNC(=O)C1=C[C@@H](c2coc3ccccc3c2=O)[C@H](CCCO)[C@@H](OCC)O1	0.81	7	1	0.94	6	-2	0	6	19
COc1cccc(CN2CC(C(=O)NCCSc3nnnn3C)CCC2=O)c1 (stereo not given)	1.1	-1	2	0.93	7	-3	-5	-5	-14
Cc1[nH]c2ccccc2c1C(=O)COC(=O)C1CC(O)CN1S(=O)(=O)c1ccc(Cl)cc1 (stereo not given)	0.87	9	2	1	-4	-10	-6	2	13
CCc1cc(C(=O)OC)c(NC(=O)CC2Nc3cc(C)c(C)cc3NC2=O)s1 (stereo not given)	1.1	-2	-26	0.99	1	-7	-6	-1	-9
COCCNC(=O)Cn1ccc2cc(S(=O)(=O)N3CCCCCC3)ccc21	0.97	11	2	0.93	7	-3	-2	-3	3
O=C(CSc1nc2ccccc2c(=O)n1-c1ccc(F)cc1)Nc1ccc(Cl)c(S(=O)(=O)N2CCOCC2)c1	0.87	21	0	1.1	-8	3	9	0	13
COc1ccc2c(C)cc(SCC(=O)Nc3c(C)n(C)n(-c4ccccc4)c3=O)nc2c1	0.94	15	-3	1.1	-9	0	2	1	6
CCN(CC)CCCNC(=O)c1c(O)c2cc(F)cc3c2n(c1=O)C(C)CC3 (stereo not given)	1	22	2	0.96	4	-13	-5	-7	-2

Two neighbouring compounds already listed:
SMILES	hIAP activ	NLRP3 yeast inh	SENP1 FRET inh	mIAP activ	mIAP inh	A3G deaminase	APOBEC3A inh	MIN6 prolif	hIAP inh
O=C(Cn1nnc(-c2ccccc2)n1)OC1CCOC1=O (stereo not given)	0.96	9	1	0.97	3	2	5	1	4
O=C(NNC1=NCCCCC1)c1cccc([N+](=O)[O-])c1	0.99	7	4	1	-3	-2	3	-2	1

(continued)
SMILES	hIAP activ	NLRP3 yeast inh	SENP1 FRET inh	mIAP activ	mIAP inh	A3G deaminase	APOBEC3A inh	MIN6 prolif	hIAP inh
CN(C(=O)COC(=O)COc1ccccc1F)C1CCS(=O)(=O)C1 (stereo not given)	1	4	5	0.98	2	0	3	1	-1
Cc1ccc(S(=O)(=O)NCC(=O)N2CCOCCOCCOCC2)cc1	0.91	6	-1	1.1	-9	0	3	0	9
Nc1cc(=O)[nH]c(SCC(=O)Nc2cc([N+](=O)[O-])ccc2Cl)n1	0.97	7	1	1	-3	-2	3	-1	2
O=C1CCCc2ccccc2N1	1.2	16	0	0.96	4	0	0	-1	-22
CC1COc2ccccc2N1C(=O)c1ccc(F)cc1 (stereo not given)	1.2	-5	0	1	0	-8	-1	-3	-15
O=C(/C=C/c1cccc([N+](=O)[O-])c1)N1CC[C@@]2(O)CCCC[C@H]2C1	1.1	6	2	1	0	1	4	0	-12
O=C(/C=C/c1ccc([N+](=O)[O-])cc1)OCc1cnc(-c2ccccc2)o1	0.83	14	3	0.91	9	-9	0	-3	17
CCCC1(C(=O)OC)NC(c2ccc(OC)c(OC)c2)C2C(=O)N(c3ccc4c(c3)OCO4)C(=O)C21 (stereo not given)	1.1	-5	0	0.91	9	0	4	-3	-5
COc1cccc(CNC(=O)c2ccccc2-c2ccccc2C(=O)O)c1	0.92	13	0	1	0	-4	3	-2	8
Cc1cccc(NC2CCCCC2NS(=O)(=O)c2ccccc2)c1 (stereo not given)	0.82	-9	1	0.99	1	-3	-3	5	18
O=C(COC(=O)CCSc1ccccc1)NCc1ccccc1Cl	1	19	2	1.1	-12	-6	-8	0	-1
O=C(NCc1ccccn1)Nc1cccc(NC(=O)NCc2ccccn2)c1	0.9	-3	-2	1.1	-6	-3	0	-3	10
CC(NC(=O)C1CCC(=O)N1Cc1ccc(F)cc1)c1ccc2c(c1)OCCO2 (stereo not given)	1.1	13	1	0.93	7	-4	0	-3	-8
Cc1cccc2nc(CSc3nnc4ccccn34)cn12	0.86	-1	-1	0.99	1	-6	-1	-1	14
COc1nc(OC)nc(N2CCC(C(=O)NCc3ccco3)CC2)n1	1.2	2	-1	1.1	-8	-4	-2	-2	-21
COC(=O)c1cc(OC)c(OC)cc1NC(=S)N1CCCC1	0.95	8	0	0.96	4	-13	0	4	5
O=C(O)CCc1nc(-c2ccccc2Cl)no1	1.1	7	-1	0.99	1	2	2	-4	-13
Cc1ccc(O)c(NC(=O)C2=CC(c3cccs3)=NS(=O)(=O)N2C)c1	0.98	19	2	0.97	3	-7	-3	0	2
CN(CC(=O)Nc1ccc(F)cc1)C(=O)Cc1ccsc1	1.1	18	2	1	0	-6	1	2	-7
COc1ccccc1C(=O)NC(=O)COC(=O)Cn1[nH]c(=O)c2ccccc2c1=O	0.99	11	2	1	-2	-4	1	-1	0
O=C(NCCc1cccs1)C1CC(c2c(Cl)cccc2Cl)=NO1 (stereo not given)	0.83	22	-3	1	-1	-6	-1	-2	17
COCC(=O)NNC(=O)c1ccc(OC)cc1	1.1	20	2	0.96	4	-8	-1	2	-15
CN1CCN(c2ccc([N+](=O)[O-])cc2NC(=O)c2ccccc2Cl)CC1	1	12	0	0.9	10	-7	-5	-5	-1
Cc1ccc(-c2nc3cc(NC(=O)C(C)C)ccc3o2)cc1	0.99	6	0	0.93	7	-12	-1	-1	1
COc1ccc(S(=O)(=O)N2CCOCC2)c2ccccc12	1.2	13	-2	0.97	3	-3	-8	-3	-21
COc1ccc(C2=NN(S(C)(=O)=O)C(c3cccs3)C2)cc1 (stereo not given)	0.95	22	0	1.1	-7	-7	-2	-2	5
COc1ccc(C(=O)NNS(=O)(=O)c2ccccc2)cc1OC	0.98	6	2	1.1	-15	-6	-9	0	2
CN(C)CCn1c(=O)n(-c2ccc(F)cc2)c(=O)c2c3c(sc21)CCCCC3	0.99	5	-1	1.1	-6	-4	3	-1	1
O=C(Nc1ccccc1Cl)C1CC(=O)n2c(nc3ccccc32)N1 (stereo not given)	1.5	7	·	0.91	9	-5	0	-3	-54

Source: PubChem BioAssay (Sanford-Burnham Center for Chemical Genomics)
